High-throughput results deposited in PubChem by several laboratories.
MBD2 inh – MBD2-methylated oligo binding inhibition | Q9UBB5 | inhibition, % at 4.4 µM | actives 0.31% (n = 370,000) | TR-FRET, MBD2 binding to methylated oligonucleotide; in the data active = inhibition above about 13%
Target sequence (Q9UBB5 whole entry, looked up): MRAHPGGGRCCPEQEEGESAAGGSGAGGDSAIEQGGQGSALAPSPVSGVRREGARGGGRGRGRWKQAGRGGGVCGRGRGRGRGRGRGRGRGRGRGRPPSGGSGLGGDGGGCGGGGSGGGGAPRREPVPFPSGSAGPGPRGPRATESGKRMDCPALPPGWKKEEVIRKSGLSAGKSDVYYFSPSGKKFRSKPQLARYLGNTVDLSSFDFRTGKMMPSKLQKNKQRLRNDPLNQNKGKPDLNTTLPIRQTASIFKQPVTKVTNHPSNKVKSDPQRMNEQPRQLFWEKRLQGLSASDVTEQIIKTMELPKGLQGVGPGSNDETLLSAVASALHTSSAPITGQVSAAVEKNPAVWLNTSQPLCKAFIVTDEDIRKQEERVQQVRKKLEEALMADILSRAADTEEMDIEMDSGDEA
ADAM17 inh – inhibitors of human ADAM17. actives 0.83% (n = 370,000). P78536. inhibition, % at 6.95 µM. recombinant ADAM17, EDANS/DABCYL FRET peptide cleavage;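 active = inhibition above the mean of compounds lying between control limits plus 3 SD, set per campaign, cut at about 8.5% in these data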;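 note: 0% = DMSO-only wells as the low control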
NR1D1 modulator – modulators of human Rev-erb alpha DNA binding. Rev-erbα–FITC-DNA binding, fluorescence polarization, 90 min. activity, % at 10 µM. actives 0.79% (n = 370,000);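 active = activity above about 14%, limit read from the data; passing the limit was not always enough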;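 note: 0% = DMSO wells with 35 nM protein and 100% = DMSO wells with 750 nM protein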
Target sequence (P20393 whole entry, looked up): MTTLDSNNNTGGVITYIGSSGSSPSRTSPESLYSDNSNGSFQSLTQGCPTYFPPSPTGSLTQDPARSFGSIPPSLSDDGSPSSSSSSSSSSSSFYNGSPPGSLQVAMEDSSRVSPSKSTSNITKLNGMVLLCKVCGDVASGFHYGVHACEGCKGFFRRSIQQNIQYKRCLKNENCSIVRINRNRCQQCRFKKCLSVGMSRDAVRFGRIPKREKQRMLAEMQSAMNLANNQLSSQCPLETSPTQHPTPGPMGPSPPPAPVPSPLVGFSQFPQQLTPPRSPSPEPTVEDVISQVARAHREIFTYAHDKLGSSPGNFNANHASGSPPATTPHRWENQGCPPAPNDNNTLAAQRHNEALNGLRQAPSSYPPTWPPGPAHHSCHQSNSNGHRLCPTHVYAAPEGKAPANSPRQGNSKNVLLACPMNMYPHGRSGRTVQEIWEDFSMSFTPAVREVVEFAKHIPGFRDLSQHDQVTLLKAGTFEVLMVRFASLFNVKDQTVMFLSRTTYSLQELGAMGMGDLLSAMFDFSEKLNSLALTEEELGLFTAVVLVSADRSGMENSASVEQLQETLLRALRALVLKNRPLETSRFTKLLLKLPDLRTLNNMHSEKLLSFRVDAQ
DAX1 inh-1 – DAX1 (NR0B1) inhibition, primary screen. HEK293T StAR-luciferase reporter, SF-1/DAX-1 repression relief. inhibition, % at 6.8 µM. actives 1.1% (n = 370,000). AID 652010;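 active = inhibition above the mean over all tested compounds plus 3 SD, cut at about 3.6% in these data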;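 note: 0% = DAX-1 cells with DMSO and 100% = cells lacking DAX-1 with DMSO; higher inhibition means more luminescence from relief of DAX-1 repression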
PLC-beta3 inh – blocks human PLC-beta3 enzyme activity; actives 0.18% (n = 370,000); Purified PLC-beta3, fluorogenic substrate, fluorescence; AID 720704; inhibition, % at 12.2 µM; in the data active = inhibition above about 11%;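 note: 0% = median of compound wells on plate and 100% = full blocker control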
hcDAF12 agonist – H. contortus DAF-12 activation, primary screen; actives 1.4% (n = 370,000); activation, % at 6.8 µM; HEK293 hcDAF-12 lit1-tk-luc reporter, luminescence; 0% DMSO, 100% Δ7-dafachronic acid;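 active = activation above the mean of all tested compounds plus 3 SD, cut at about 5.5% in these data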;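 note: 100% = response to 3 µM Δ7-dafachronic acid high control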
hgDAF12 agonist – hgDAF-12 agonism, primary luciferase screen. HEK293 GAL4-hgDAF12 UAS-luciferase reporter, agonist luminescence; normalized to butyrate control. activation, % at 6.8 µM. actives 1.8% (n = 370,000). AID 687014;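 active = activation above a cutoff set at the mean of all screened compounds plus 3 SD, cut at about 10% in these data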;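 note: 0% = DMSO wells and 100% = sodium butyrate wells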
DAX1 inh-2 – inhibitors of human orphan nuclear receptor DAX1 (NR0B1). inhibition, % at 6.75 µM. actives 0.99% (n = 340,000). HEK293 Gal4-DAX1 luciferase reporter, luminescence. P51843. AID 504766;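 active = inhibition above the mean over all tested compounds plus 3 SD, cut at about 4.2% in these data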;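 note: 0% = DAX1-transfected cells with DMSO and 100% = empty-vector control cells with DMSO; inhibition shows as a rise in luminescence from relieved DAX1 repression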
ssDAF12 agonist – activators of S. stercoralis DAF-12 nuclear receptor; HEK293 ssDAF-12/GRIP1 lit1-tk-luc reporter, luminescence; % of 3 µM dafachronic acid response; activation, % at 6.8 µM; actives 1% (n = 370,000); AID 652126;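 active = activation above the mean over all tested compounds plus 3 SD, cut at about 0.9% in these data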;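 note: 0% = DMSO-only wells and 100% = 3 µM delta7-dafachronic acid wells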
SMARCA2 activ – increases SMARCA2 function in MMTV reporter cells; MG213 cells, MMTV-luciferase reporter, dexamethasone, overnight; actives 1% (n = 370,000); activation, % at 9.1 µM; in the data active = activation above about 7.8%;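 note: 0% = vehicle wells and 100% = reference activator wells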
PLCg1 inh – PLC-gamma1 (human) inhibition, primary screen. inhibition, % at 12.2 µM. purified PLC-gamma1, fluorogenic substrate, fluorescence. P19174. actives 0.84% (n = 370,000). AID 720700; in the data active = inhibition above about 9.5%
Active calls of the source: *; i = inactive; . = not tested or not shown.

1	COC(=O)c1ccc(NC(=O)CN2C(=O)CNC2=O)cc1
2	O=C(O)CN1C(=O)/C(=C/c2ccccc2Br)Oc2ccccc21
3	CCN(CC)c1ccc(C(=O)NC(=S)N2CCN(Cc3ccc4c(c3)OCO4)CC2)cc1
4	CN(C(=O)CCOc1ccccc1)c1c(N)n(Cc2ccccc2)c(=O)[nH]c1=O
5	CC(C)c1cc(-c2cc(C(=O)Nc3ccccc3)on2)nc(NC2CCCC2)n1
6	Brc1ccc(/C=N/Nc2ccccn2)cc1
7	COc1ccccc1CNC(=O)CN1C(=O)c2cccc(N)c2C1=O
8	OC(c1ccccc1)(c1nc(-c2cc3ccccc3o2)cs1)C(F)(F)F (centres undefined)
9	C/C(=N\Nc1cc(C(F)(F)F)ccc1Cl)c1ccccc1O
10	CC1(C(=O)NCc2ccccc2)Cc2c(-c3cccc(C(F)(F)F)c3)ccnc2O1 (centres undefined)

screen / no. | 1 | 2 | 3 | 4 | 5 | 6 | 7 | 8 | 9 | 10
MBD2 inh | -4 | 0 | 5 | -3 | -1 | 6 | -8 | 2 | -3 | -1
ADAM17 inh | -1 | -101 | -2 | -3 | -8 | -1 | -214 | 8 | 1 | 2
NR1D1 modulator | -2 | -6 | 0 | 7 | -2 | -2 | 6 | -6 | -6 | 12
DAX1 inh-1 | -1.8 | 0.4 | -0.4 | 0.6 | -0.1 | 1.8 | 2.4 | 2.6 | -0.8 | -0.9
PLC-beta3 inh | 2 | i | -5 | 4 | -38 | -4 | i | 2 | 2 | -3
hcDAF12 agonist | 0.1 | 5.6 | -0.5 | 0.1 | -1.2 | 2.4 | 0.2 | -0.1 | 1.8 | -1.7
hgDAF12 agonist | 3.2 | 3.5 | 0.5 | -2.6 | 1.1 | 15* | 6.4 | 5.5 | 3.1 | 0.1
DAX1 inh-2 | -0.3 | -1.7 | 1.2 | 1.7 | -0.5 | 1.0 | 0.9 | . | -1.3 | .
ssDAF12 agonist | -0.5 | 0.0 | -1.3 | -0.4 | -1.4 | 0.8 | -0.2 | -0.8 | -0.2 | -0.9
SMARCA2 activ | -1 | -2 | -3 | 2 | 0 | 3 | 2 | -6 | 0 | -5
PLCg1 inh | 0 | i | -3 | 3 | -22 | -5 | i | 3 | 0 | -2

11	Cc1ccc(-n2cc(CN3CCN(c4ccccn4)CC3)c(-c3ccc(F)cc3)n2)cc1
12	CC1CC(C)CN(S(=O)(=O)c2ccc3c(c2)n(C)c(=O)c(=O)n3C)C1 (centres undefined)
13	O=C(Cc1ccc(S(=O)(=O)N2CCCCC2)cc1)NCc1ccc(Cl)cc1
14	COc1ccc(C(=O)NC(=S)Nc2nnn(C)n2)cc1
15	CCCCS(=O)(=O)N1CCCC(C(=O)Nc2ccc(Cl)cn2)C1 (centres undefined)
16	O=C(Oc1ccccc1C(=S)N1CCOCC1)c1ccccc1
17	COc1ccc(CN2CCC2(C)C(=O)Nc2cnc3ccccc3c2)c2ccccc12 (centres undefined)
18	Cc1ccc(S(=O)(=O)N2CC3C(=O)C[C@@H](c4ccccc4)N(S(=O)(=O)c4cccc(Cl)c4)C3CC2c2ccccc2)cc1 (some centres undefined)
19	COc1ccc(CSc2nnc(Cc3sc(-c4ccccc4)nc3-c3ccccc3)o2)cc1
20	Cc1ccc(C(C(=O)NCc2ccco2)N(C(=O)CNC(=O)c2cccs2)c2ccc(C)cc2)cc1 (centres undefined)

screen / no. | 11 | 12 | 13 | 14 | 15 | 16 | 17 | 18 | 19 | 20
MBD2 inh | -5 | 0 | 3 | -2 | -1 | 3 | 3 | -4 | -7 | 7
ADAM17 inh | 1 | 1 | -4 | 4 | -1 | -2 | 3 | -1 | 2 | -3
NR1D1 modulator | 0 | 66* | -2 | 3 | -1 | -1 | 10 | -2 | -1 | -1
DAX1 inh-1 | -0.5 | 0.4 | 0.2 | 0.5 | -0.4 | 0.1 | -3.1 | -1.1 | -1.3 | -0.6
PLC-beta3 inh | -2 | -2 | -1 | -1 | -5 | -1 | -7 | -2 | 9 | -4
hcDAF12 agonist | 0.0 | -1.4 | -1.8 | 0.8 | -1.2 | -0.5 | 0.2 | -2.5 | -0.6 | -1.1
hgDAF12 agonist | 1.9 | -0.9 | -1.5 | 1.3 | -2.3 | -1.4 | -0.1 | -2.5 | -0.2 | -0.7
DAX1 inh-2 | 0.5 | 0.3 | -0.3 | -0.2 | 0.2 | 1.6 | . | . | -0.8 | -0.7
ssDAF12 agonist | -0.8 | -1.9 | -1.1 | 0.1 | -1.2 | -1.1 | -1.6 | -1.0 | -1.1 | -1.0
SMARCA2 activ | 4 | -2 | -2 | 1 | -1 | -2 | -2 | -2 | 2 | 2
PLCg1 inh | 3 | 3 | 4 | -5 | 0 | 0 | 4 | -3 | 5 | -1

21	Cc1ccc(NC(=O)CN(C)C(=O)COc2ccccc2-c2ccccc2)cc1
22	O=C(CCCc1nc(-c2ccccc2)no1)NC1CCCCC1
23	COC(C(=O)Nc1ccccc1C(=O)N1CCOCC1)c1ccccc1 (centres undefined)
24	CCCC(O)(c1ccc(CC)cc1)C(CN1CCOCC1)c1ccccc1 (centres undefined)
25	CSc1nc2c(c(=O)[nH]1)C(c1ccc(Cl)cc1)CC(=O)N2 (centres undefined)
26	CCOC(=O)c1c(NC(=O)CNC2CCCCC2)sc(C)c1C
27	NC(=S)N=Nc1c(O)[nH]c2ccc(F)cc12
28	COc1ccc(-c2oc(=O)c3cc(OC)c(OC)cc3c2/C=C/c2ccc(F)cc2)cc1
29	CN(C)C(=O)NC1C=CS(=O)(=O)C1 (centres undefined)
30	O=C(CN(CCCN1CCOCC1)C(=O)Cn1nnc(-c2ccc(F)cc2)n1)NC1CCCCC1

screen / no. | 21 | 22 | 23 | 24 | 25 | 26 | 27 | 28 | 29 | 30
MBD2 inh | -2 | 0 | 2 | 3 | 7 | -1 | -11 | 2 | -7 | 4
ADAM17 inh | 4 | 3 | -1 | 0 | -8 | -2 | -1 | -17 | 1 | -4
NR1D1 modulator | 5 | -2 | -2 | -2 | -5 | 1 | -2 | -4 | -1 | 0
DAX1 inh-1 | -0.8 | -0.6 | 0.6 | -0.4 | -0.5 | -0.8 | -0.4 | -0.2 | 0.3 | -1.3
PLC-beta3 inh | 4 | -10 | 2 | -3 | -2 | 0 | 5 | -114 | 3 | 3
hcDAF12 agonist | 0.0 | -2.8 | 3.9 | -3.1 | -1.2 | -0.9 | -0.1 | 2.8 | -1.2 | -1.6
hgDAF12 agonist | -2.7 | -0.5 | 0.5 | -1.1 | 1.2 | 1.6 | -3.0 | 0.8 | 2.0 | 2.9
DAX1 inh-2 | 0.9 | -0.9 | 0.2 | -0.7 | -0.3 | 3.0 | 0.9 | -0.1 | -0.5 | -0.5
ssDAF12 agonist | -0.7 | 1.1* | -0.9 | -0.9 | -1.4 | -1.7 | -1.1 | -0.8 | -0.7 | -1.6
SMARCA2 activ | 3 | -4 | -2 | 0 | 0 | -2 | -1 | -1 | 1 | -2
PLCg1 inh | -1 | 0 | 5 | 3 | 4 | 5 | 2 | -77 | -3 | -1

Among those listed so far, these contain a CF3 group.
8	OC(c1ccccc1)(c1nc(-c2cc3ccccc3o2)cs1)C(F)(F)F (centres undefined)
9	C/C(=N\Nc1cc(C(F)(F)F)ccc1Cl)c1ccccc1O
10	CC1(C(=O)NCc2ccccc2)Cc2c(-c3cccc(C(F)(F)F)c3)ccnc2O1 (centres undefined)

screen / no. | 8 | 9 | 10
MBD2 inh | 2 | -3 | -1
ADAM17 inh | 8 | 1 | 2
NR1D1 modulator | -6 | -6 | 12
DAX1 inh-1 | 2.6 | -0.8 | -0.9
PLC-beta3 inh | 2 | 2 | -3
hcDAF12 agonist | -0.1 | 1.8 | -1.7
hgDAF12 agonist | 5.5 | 3.1 | 0.1
DAX1 inh-2 | . | -1.3 | .
ssDAF12 agonist | -0.8 | -0.2 | -0.9
SMARCA2 activ | -6 | 0 | -5
PLCg1 inh | 3 | 0 | -2

(further entries)
31	CCOc1ccc(N(CC(=O)N/N=C/c2ccccn2)S(=O)(=O)c2ccc(Cl)cc2)cc1
32	CCOC(=O)c1cnc(SC)nc1Oc1cccc(NC(=O)c2ccc(C)cc2)c1
33	COc1cc(/C=N/n2c(-c3ccccc3)n[nH]c2=S)cc(OC)c1OC
34	O=C(CO/N=C/c1ccc(Cl)cc1Cl)NNC(=O)c1ccc(Cl)cc1Cl
35	O=C(O)CCN=CC1=C(O)CC(c2ccccc2)CC1=O (centres undefined)
36	COc1ccc(OC)c(NC(=O)COC(=O)CSc2ccc(Cl)cc2)c1
37	CCOCC(=O)Nc1ccc([N+](=O)[O-])cc1OC
38	COc1ccc(NC(=O)C2(c3cccs3)CCOCC2)cc1
39	O=C(N/N=C/c1ccc2c(c1)OCO2)C(=O)Nc1cccc(Cl)c1
40	O=C1CN(C(=O)CSc2nnnn2-c2ccc(Cl)cc2)c2ccccc2N1

screen / no. | 31 | 32 | 33 | 34 | 35 | 36 | 37 | 38 | 39 | 40
MBD2 inh | -3 | -4 | -1 | -3 | -3 | 1 | -3 | -3 | 4 | 0
ADAM17 inh | 1 | 0 | -4 | -3 | -2 | -1 | 0 | -1 | -3 | -5
NR1D1 modulator | 5 | 3 | 0 | 1 | -1 | 4 | -3 | -5 | -9 | -5
DAX1 inh-1 | 0.0 | -0.5 | -0.6 | -0.3 | -0.5 | 0.3 | -0.9 | -0.2 | -0.3 | 0.2
PLC-beta3 inh | -1 | 4 | -6 | -6 | -4 | -5 | 3 | -3 | -8 | 2
hcDAF12 agonist | -0.9 | -0.2 | -0.8 | -2.4 | 2.1 | 2.3 | -1.8 | -0.8 | -1.7 | -0.3
hgDAF12 agonist | -1.6 | -2.3 | -1.4 | -1.3 | 0.3 | 0.4 | -0.9 | -1.7 | -1.1 | -0.6
DAX1 inh-2 | 0.5 | -0.5 | 1.2 | 1.8 | 1.6 | 0.8 | 0.7 | 3.7 | 0.3 | 0.9
ssDAF12 agonist | -0.5 | -0.9 | -1.1 | -0.6 | -1.2 | -1.4 | -0.8 | -0.7 | -1.5 | -1.0
SMARCA2 activ | -1 | 1 | -2 | -1 | 1 | -1 | -2 | -2 | 2 | -2
PLCg1 inh | 3 | 2 | -2 | -1 | 0 | -4 | 0 | 2 | -2 | -1

41	C#CCOCCOCCOCCNc1nc(N2CCN(C(=O)[C@H](CCCN=C(N)N)n3cc(C(N)[C@@H](C)CC)nn3)CC2)nc(N2CCN(C(=O)[C@H](CC(N)=O)n3cc([C@@H](N)C(C)C)nn3)CC2)n1 (some centres undefined)
42	CCCn1nc(C(=O)NNC(=O)CCCOc2ccc(C)cc2)c2ccccc2c1=O
43	CCN(c1cccc(C)c1)S(=O)(=O)c1cnc[nH]1
44	C[C@H]1CN([C@@H](C)CO)C(=O)CCCn2cc(nn2)CO[C@@H]1CN(C)C(=O)Nc1ccc2c(c1)OCCO2

screen / no. | 41 | 42 | 43 | 44
MBD2 inh | 1 | 0 | 2 | 2
ADAM17 inh | 2 | -5 | -5 | 2
NR1D1 modulator | -4 | -8 | -1 | 4
DAX1 inh-1 | 0.7 | -1.0 | 1.3 | 0.7
PLC-beta3 inh | 14* | -8 | 0 | 3
hcDAF12 agonist | 0.0 | 0.0 | -0.2 | -0.5
hgDAF12 agonist | -2.1 | 0.4 | 1.2 | 1.7
DAX1 inh-2 | 0.2 | -0.3 | 0.6 | 3.1
ssDAF12 agonist | -0.7 | -1.1 | -0.6 | -0.4
SMARCA2 activ | 2 | 0 | -1 | 6
PLCg1 inh | 4 | 0 | -1 | 5

Values by screen from the entries so far.
PLCg1 inh, nos. 41 to 44, in order: 4, 0, -1, 5
